UDG counter – Primary qHTS assay for inhibitors of Activation Induced Cytidine Deaminase (AID): UDG Counterscreen signal; FRET deamination/UDG coupled assay, UDG read, 4 h; Potency, µM (highest dose often 115 µM), for the others: at the highest dose activity change, negative = inhibition, usual class: inhibitors; actives 0.14% (n = 91,000); AID 1347430, 2020; also: nearly all actives have a fitted effect of over 65% in size
AID inh – Primary qHTS assay for inhibitors of Activation Induced Cytidine Deaminase (AID): AID signal. Single-stranded DNA cytosine deaminase (Homo sapiens), Q9GZX7. AID deamination FRET fluorescence, UDG-coupled, 4 h. Potency, µM (titrated, usually from 115 µM), without a hit: at the highest dose activity change, negative = inhibition, hits mostly inhibitors. actives 0.32% (n = 91,000). AID 1347428, 2020; also: nearly all actives have a fitted effect of over 25% in size
Target sequence (Q9GZX7 whole entry, looked up): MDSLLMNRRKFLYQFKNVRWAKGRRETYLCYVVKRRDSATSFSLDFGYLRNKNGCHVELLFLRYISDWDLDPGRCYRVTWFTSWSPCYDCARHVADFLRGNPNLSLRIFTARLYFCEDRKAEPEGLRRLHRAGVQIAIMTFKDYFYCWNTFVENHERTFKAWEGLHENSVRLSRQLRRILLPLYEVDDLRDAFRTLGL
The depositor's hits bear a star; u = inconclusive; [ ] = remark or other dose. Calls follow the shape of the dose curve; as a rule, active = well fitted curve in the direction sought with a large enough effect; inconclusive = small, poorly fitted or top-dose-only effect, or another doubt; inactive = no such curve, though single readings can be large; an effect the other way counts as inactive or inconclusive. % is scaled to controls: 0 for no effect and ±100 for the full control effect; potency is read from the fitted curve at half-maximal effect. Some of the compounds tested (hit frequency here may not be typical).

The first 4 records, to show the layout:
Order of results – UDG counter, AID inh
- COc1cccc(-c2cn3c(n2)sc2cc(C(=O)NCc4cccs4)ccc23)c1
  4%[57.5 µM], 5%
- CN1CCN(c2nc(-c3cccnc3)nc3ccccc23)CC1
  -6%, 3%
- O=C(NCCc1ccccn1)C(F)(F)c1ccccc1
  5%, 4%
- CCCc1noc(-c2ccc(NCc3ccccc3OC)c([N+](=O)[O-])c2)n1
  -4%, -1%

The list itself, from the start:
Order of results – UDG counter, AID inh
- COc1cccc(-c2cn3c(n2)sc2cc(C(=O)NCc4cccs4)ccc23)c1
  4%[57.5 µM], 5%
- CN1CCN(c2nc(-c3cccnc3)nc3ccccc23)CC1
  -6%, 3%
- O=C(NCCc1ccccn1)C(F)(F)c1ccccc1
  5%, 4%
- CCCc1noc(-c2ccc(NCc3ccccc3OC)c([N+](=O)[O-])c2)n1
  -4%, -1%
- CC(=O)Nc1ccc(NC(=O)COC(=O)C2CCN(/C=C/C(=O)C(F)(F)F)CC2)cc1
  2%, 3%
- CCCNC(=O)CSc1c(CC)cnc2c1c(=O)n(C)c(=O)n2C
  19%, -4%
- CCOc1cc(/C=C2/NC(=O)NC2=O)cc(Cl)c1OC(C)C
  0%, -5%
- Cc1ccc(Cl)cc1N1CCN(S(=O)(=O)c2ccc3c(c2)CC(C)N3C(=O)C2CCC2)CC1 (configuration not stated)
  -17%[57.5 µM], -28%[57.5 µM]
- CC(NC(=O)CNC(=O)c1ccc(N2CCCC2=O)cc1)c1ccccc1Br (configuration not stated)
  5%, -1%
- Cc1ccc(S(=O)(=O)c2nnn3c2nc(N2CCCCC2)c2sccc23)cc1
  0%, u
- O=C(/C=C\c1ccc2c(c1)OCO2)NC1CC(=O)N(c2ccccc2)C1 (configuration not stated)
  -9%, 6%
- c1cc(OCc2nc(-c3cccs3)no2)cc(-n2cnnn2)c1
  -4%, -15%
- COc1ccc(CCn2c(CCCOc3ccc(Cl)cc3Cl)n[nH]c2=S)cc1OC
  -4%, -8%
- CCS(=O)(=O)CC(=O)O
  6%, 12%
- COc1ccc(NC(=O)CCn2cnc3onc(-c4ccc(F)cc4)c3c2=O)cc1OC
  u, u
- COc1ccc(NC(=O)c2oc3ccccc3c2NC(=O)Cc2coc3cc(C)ccc23)cc1
  -17%, 2%
- C#CCOc1ccc(C(=O)Nc2cccc3ccccc23)cc1
  -7%, 43%[activator]
- Cc1cccc(N2C(=O)CSC23C(=O)N(C)c2ccccc23)c1 (configuration not stated)
  -8%, 11%
- COc1cc(C2CC(=O)Nc3ccsc32)ccc1OCC(N)=O (configuration not stated)
  8%, 6%
- CCOc1ccccc1CNC(=O)CSc1n[nH]c(-c2ccccc2Cl)n1
  3%, -2%

Arranged by SMILES length (descending): part of the list above.
Order of results – UDG counter, AID inh
- CC(=O)Nc1ccc(NC(=O)COC(=O)C2CCN(/C=C/C(=O)C(F)(F)F)CC2)cc1
  2%, 3%
- COc1ccc(CCn2c(CCCOc3ccc(Cl)cc3Cl)n[nH]c2=S)cc1OC
  -4%, -8%
- CC(NC(=O)CNC(=O)c1ccc(N2CCCC2=O)cc1)c1ccccc1Br (configuration not stated)
  5%, -1%
- COc1cc(C2CC(=O)Nc3ccsc32)ccc1OCC(N)=O (configuration not stated)
  8%, 6%
- C#CCOc1ccc(C(=O)Nc2cccc3ccccc23)cc1
  -7%, 43%[activator]

Continued:
Order of results – UDG counter, AID inh
- COc1ccc(C)cc1S(=O)(=O)NCC(c1cccs1)S(=O)(=O)c1ccc(C)cc1 (configuration not stated)
  -3%, -2%
- c1ccc(CNCc2ccc(-c3ccccc3)o2)cc1
  -3%, -5%
- CCCN1CCN(CCCNC(=O)Cn2nc(C)n3c(cc4cc(F)ccc43)c2=O)CC1
  -6%, 14%
- N#Cc1cc([N+](=O)[O-])c2sc(C(N)=O)[n+]([O-])c2c1
  -10%, -1%
- Cn1ncc(S(=O)(=O)Cc2ccccc2)c(Br)c1=O
  -4%, -5%
- CC(C)NS(=O)(=O)c1ccc(C(=O)NCC(=O)O)cc1
  3%, 3%
- CCN1CCN(c2c(S(=O)(=O)c3ccc(OC)cc3)cnc3cc(OC)c(OC)cc23)CC1
  8%, 7%
- COc1cccc(/C=C/c2nc3cc(C)c(C)cc3s2)c1OC
  -15%, -21%
- CCOC(=O)c1ccc(NC(=O)CSc2ncc(S(=O)(=O)c3ccc(C)c(Cl)c3)c(=O)[nH]2)cc1
  5%, u
- CC(C(=O)Nc1c(F)cccc1F)N1CCN(c2ccc(O)cc2)CC1 (configuration not stated)
  6%, 3%
- NC(=O)COC(=O)c1cc(-c2ccc(F)cc2)nc2ccccc12
  -11%, -18%
- Cc1cccc(Cn2c(SCC(N)=O)nc3c2c(=O)n(C)c(=O)n3C)c1
  -2%, -8%
- CCc1ccc(-n2c(SCc3ccccc3Cl)nc3[nH]ncc3c2=O)cc1
  -1%[57.5 µM], 2%[57.5 µM]
- COC(=O)[C@H](CC(C)C)NC(=O)N1CCc2[nH]cnc2C1c1ccc(OC)cc1F (some centres not stated)
  -5%, -4%
- CC12CC3(C)CC(CN)(C1)CC(CCN)(C2)C3
  -11%, 1%
- COc1cc(CC(=O)Nc2ccc3c(c2)NC(=O)C(C)O3)cc(OC)c1OC (configuration not stated)
  4%, 0%
- CCc1ccccc1N1C(=O)N(CC(=O)c2ccc(Cl)cc2)c2ccccc2S1(=O)=O
  -9%, u
- O=C(CC1(O)C(=O)N(C/C=C/c2ccccc2)c2ccccc21)c1ccc2c(c1)OCO2 (configuration not stated)
  1%, -4%
- COC(=O)Oc1ccc2c(=O)c(Oc3ccc(-c4ccccc4)cc3)coc2c1
  -1%, 3%
- CC(C)(C)c1ccc(C(=O)NN=C2CCCCC2)cc1
  2%, -5%
- CCCOc1ccc(C(=O)Cc2ccccc2)cc1
  -8%, 2%
- COc1cccc2cc(-c3nnc(SCC(=O)Nc4ccc5ccccc5c4)n3N)oc12
  -5%, -4%
- Cn1c(=O)c2c(ncn2CC(O)COc2ccc(C#N)cc2)n(C)c1=O (configuration not stated)
  7%, 2%
- Cc1ccccc1Cn1c2ccccc2c2cnn(CC(=O)NCCc3ccc(Cl)cc3)c(=O)c21
  -4%[57.5 µM], 3%
- O=C1CC(c2ccccc2)Cc2[nH]c(=O)c(-c3nc(-c4ccc(F)cc4)cs3)cc21 (configuration not stated)
  -25%, 9%
- CCCCNS(=O)(=O)c1ccc(N2CCCCS2(=O)=O)cc1
  5%, 1%
- COc1ccc(OC)c(NC(=O)Nc2nnc(N(C)C3CCCCC3)s2)c1
  -3%, -3%
- Cc1ccc(Cl)cc1-n1ncc2c(Nc3cccc4c3CCCC4)ncnc21
  1%, 2%
- CC(C)Nc1nc(-c2ccc3c(c2)CCC(=O)N3)cs1
  8%, 11%
- Cc1ccc2c(=O)c(C(=O)c3ccc(F)cc3)cn(CC(=O)NCc3ccccc3)c2n1
  9%, 7%
- N#Cc1cccc(NC(=O)NCc2ccccn2)c1
  -2%, -8%
- O=C(CC1CCCCC1)Nc1cccc2c1CCCC2
  8%, 5%
- CC(=O)N1CCc2cc(Br)cc(S(=O)(=O)CCC(=O)Nc3ccc(C)cc3Cl)c21
  0%, -16%
- Cc1nn(-c2ccc(N3CCOCC3)nn2)c(C)c1CCC(=O)NCc1ccccc1F
  5%, 20%
- N#Cc1cccc(NC(=O)c2ccc3c(c2)NC(=O)CS3)c1
  0%, -5%
- COc1cc(-c2noc(CSc3nc(-c4ccccc4)cc(=O)[nH]3)n2)cc(OC)c1OC
  1%, -14%
- COc1ccc2c(c1)c1c(c(=O)n(-c3ccccc3C)c(=O)n1CC(=O)Nc1c(C)cccc1C)n2C
  5%, -1%
- O=C(Nc1cccc(I)c1)c1ccc2c3c(cccc13)CC2
  -3%, -2%
- CCSc1ncc2c(=O)n(CC(=O)Nc3ccc(Br)cc3)cnc2n1
  -13%, -15%
- CCCCCCS(=O)(=O)CCO
  -7%, 0%
- CCc1ccccc1NC(=O)N1CCN(c2nnc(C)c3c(C)n(-c4ccccc4)nc23)CC1
  -22%, -5%
- CCc1nn(CC(=O)NCC(C)c2ccccc2)c(=O)c2cc3c(OC)cccc3n12 (configuration not stated)
  1%, 4%
- CCOc1ccc(CNC(=O)C2CCN(C(=O)c3ccc(-n4ccc5ccccc54)s3)CC2)cc1
  6%, 13%
- COC(=O)c1ccccc1OS(=O)(=O)c1ccc2c(c1)CCCC2
  -7%, -18%
- CCOc1ccc(CNC(=O)c2noc(C)c2Cn2nc(C)cc2C)cc1
  4%, -4%
- Cc1nn(C(C)C(=O)NCc2ccc(OC(C)C)cc2)c(=O)c2c1sc1ccccc12 (configuration not stated)
  -6%, 4%
- COc1cccc(Cn2ccn(-c3ccc(F)cc3)c(=O)c2=O)c1
  -1%[57.5 µM], 25%
- CC(=O)N1CCc2c(sc3c2c(=O)n(-c2cc(Cl)ccc2C)c(=O)n3C)C1
  u, 22%
- COC(=O)c1c(NC(=O)/C(C#N)=C/c2ccccc2)sc2c1CCC2
  -23%, -8%
- CCOc1ccc2cc(C(=O)O)[nH]c2c1
  0%, 2%
- CCN1CCN(C(=O)c2ccc3c(c2)N(Cc2ccc(F)cc2)C(=O)c2ccccc2S3(=O)=O)CC1
  -8%, -12%
- COc1ccc(C)cc1NC(=O)/C=C/c1ccc2ccccc2n1
  -2%, -7%
- Clc1ccc(N=Cc2ccc(C=Nc3ccc(Cl)cc3)cc2)cc1
  -2%, -11%
- COc1cccc(C2C(C(=O)Nc3ccc(Cl)cc3)=C(C)Nc3c(C(=O)Nc4ccccc4)cnn32)c1OC (configuration not stated)
  -18%, -23%
- Cc1cc2c(cc1S(=O)(=O)CCC(=O)NCc1ccccc1)OCC(=O)N2
  4%, 13%
- COC(C)CC(=O)NCc1cccc(C#N)c1 (configuration not stated)
  3%, 5%
- O=C(N/N=C\c1cc(Br)cs1)c1ccc(Cl)cc1
  3%, 7%
- CC12CC3(C)CC(N)(C1)CC(C(=O)O)(C2)C3
  -3%, -6%
- O=C(NCCc1nc(-c2ccccc2)no1)c1cc(=O)c2cc(Cl)ccc2o1
  -11%, -2%
- O=C(COC(=O)Cn1cnc2ccccc21)Nc1ccc(Cl)c(C(F)(F)F)c1
  -20%, -5%

Next structures follow.
Order of results – UDG counter, AID inh
- CC(C)(O)C#Cc1ccc(C(=O)NCC(c2ccccc2)c2ccccc2)cc1
  6%, 1%
- CCOc1ccc(-c2cnc(NCc3ccc(C(F)(F)F)cc3)n2C)cc1
  -20%, -15%
- CCOC(=O)c1cnn(-c2ccc(C(=O)Nc3cccc(C(C)=O)c3)cc2)c1N
  4%, -6%
- Clc1cccc(NN=C2c3ccccc3-c3ccccc32)c1
  -12%, -8%
- Cc1cc(C(=O)NCCc2ccccc2)c2ccccc2n1
  -5%, -3%
- CC(C)(C)c1ccc(CNCCC(=O)O)cc1
  -2%, -1%
- CCc1ccc(NC(=O)c2cc3c(=O)n(Cc4cccs4)ccc3nc2C)cc1
  -4%, u
- COc1cc(OC)c(OC)cc1CNC(=O)c1nn(Cc2ccccc2)c(=O)c2ccccc12
  8%, 3%
- Cc1cccc(N2C(=O)c3ccccc3NC2c2cnc3ccccc3n2)c1 (configuration not stated)
  -7%, -11%
- CCc1ccccc1NC(=O)Cn1nnc(C(=O)NCc2cccs2)c1N
  3%, 286%[activator]
- CCc1ccc2[nH]c(C(=O)O)cc2c1
  -3%, 7%
- CCC(C)C(NC(=O)c1ccc(C(F)(F)F)cc1)C(=O)O (configuration not stated)
  -6%, -5%
- O=C(CCSc1ccc(Cl)cc1)Nc1ccc(CSc2ccccc2)cc1
  4%, -1%
- CN(C)c1cc(C(=O)NC(C2CC2)C2CC2)ccn1
  3%, 4%
- CSc1cccc(NC(=O)c2ccc(NC(=O)N3CCSc4nc(C)cc(C)c43)cc2)c1
  10%, -3%
- COc1ccc(-n2c(-c3cccc(F)c3)nc3c(cnn3-c3ccc(C)cc3)c2=O)cc1
  -15%, u
- O=C(CC1C(=O)N(c2ccccc2)C(=O)N1Cc1ccc2c(c1)OCO2)Nc1ccccc1 (configuration not stated)
  19%, 15%
- Cc1cccc(NC(=O)c2ccc(CNC(N)=O)cc2)c1C
  9%, 3%
- CCCCn1nnnc1CN1CCCC1c1ccc2c(c1)OCCO2 (configuration not stated)
  1%, -4%
- O=c1c(S(=O)(=O)c2ccccc2)cn(Cc2ccccc2)c2cc(N3CCOCC3)c(F)cc12
  -22%, u
- CN(CC(=O)Nc1cccc(F)c1)C(=O)c1cc2ccccc2cc1O
  -7%, 2%
- CC(C)=CC(=O)NC(c1cccs1)C(C)C (configuration not stated)
  -14%, -8%
- Cc1cc(C)cc(-n2c(C)nc3cc(C(=O)NCc4ccccc4Cl)ccc32)c1
  -10%, u
- CCOC(=O)Cc1ccc(NC(=O)NCc2c(-n3cccc3)sc3c2CCCC3)cc1
  -1%, -15%
- O=C(O)Cn1c(=O)c2c(ncn2Cc2ccccc2)n(Cc2ccccc2)c1=O
  3%, -9%
- COCCOCCCNC(=O)CCNC(=O)c1ccc(C(C)(C)C)cc1
  -14%, -3%
- O=C(c1ccc(OCc2ccncc2)cc1)N1CCN(C2CCS(=O)(=O)C2)CC1 (configuration not stated)
  8%, 3%
- CCCSc1nc2c(c(=O)n(C)c(=O)n2C)n1Cc1cccc2ccccc12
  -5%, u
- COc1cccc2c1cc1c(=O)n(CC(=O)N3CCN(c4ccccc4)CC3)nc(C)n12
  0%, 12%
- Cc1cccc(NS(=O)(=O)c2ccc3[nH]c(=O)ccc3c2)c1C
  -1%, -10%
- Cc1ccc(C(=O)C2CCN(c3nccc(C(F)(F)F)n3)CC2)c(C)c1
  -9%, -9%
- O=C(COC(=O)c1cc2ccccc2oc1=O)NCC1CCCCC1
  11%, 2%
